p53 reactivation – qHTS assay for re-activators of p53 using a Luc reporter; H1299 p53-A138V BP100-luciferase reporter, luminescence, 24 h; Potency, µM (highest dose often 92.2 µM), without a hit: top-dose activity change, positive = activation, actives largely listed as activators; hit rate 0.063% among 320,000; AID 504706, 2011; note: potency is the fitted concentration of half-maximal effect; % of control where 0% means no effect; nearly all actives have a fitted effect of over 45% in size
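H1299 (p53-null), stable ts p53-A138V + BP100-Luc; 1000 cells/well, Opti-MEM/10% FBS; cpd 4 pt, 1:5; 24 h, 37 deg C, 5% CO2; detection reagent 10 min RT; luminescence.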
Tb PFK inh – qHTS Assay to Find Inhibitors of T. brucei phosphofructokinase | ATP-dependent 6-phosphofructokinase (Trypanosoma brucei brucei), O15648 | T. brucei PFK, ADP-Glo luminescence | Potency, µM (highest dose often 57.5 µM), for inactives: top-dose activity, negative = inhibition, hits mostly inhibitors | hit rate 0.17% among 330,000;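 note: potency is the fitted concentration of half-maximal effect; 0% = uninhibited 1x PFK enzyme wells and -100% = no-enzyme wells; nearly all actives have a fitted effect of over 60% in size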
Target sequence (O15648 whole entry, looked up): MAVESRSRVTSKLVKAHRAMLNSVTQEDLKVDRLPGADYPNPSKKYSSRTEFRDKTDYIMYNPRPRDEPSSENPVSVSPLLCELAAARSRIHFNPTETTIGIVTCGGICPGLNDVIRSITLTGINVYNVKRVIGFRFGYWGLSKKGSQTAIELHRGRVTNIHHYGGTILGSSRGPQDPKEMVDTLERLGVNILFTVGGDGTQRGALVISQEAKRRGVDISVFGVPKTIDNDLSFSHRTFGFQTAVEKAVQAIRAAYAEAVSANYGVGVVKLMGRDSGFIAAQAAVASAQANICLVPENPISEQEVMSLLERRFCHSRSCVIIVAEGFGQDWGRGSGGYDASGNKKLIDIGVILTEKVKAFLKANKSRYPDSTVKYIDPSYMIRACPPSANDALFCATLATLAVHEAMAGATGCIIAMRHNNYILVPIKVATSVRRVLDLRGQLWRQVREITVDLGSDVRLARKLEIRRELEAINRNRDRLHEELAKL
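1.25 nM PFK with 0.5 mM F6P and 0.1 mM ATP in 0.1 M TEA pH 8.0, 5 mM MgCl2, incubated 45 min at room temperature; ADP measured by ADP-Glo luminescence; compounds titrated up to 57 uM.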
Rab9 promoter act – qHTS Assay for Rab9 Promoter Activators; AID 485297, 2010; hit rate 2.8% among 320,000; Huh7 Rab9 promoter-luciferase reporter, luminescence, 24 h; Potency, µM (highest dose often 9.22 µM), for inactives: top-dose activation, negative = inhibition, usual class: activators; note: potency is the fitted concentration of half-maximal effect; % of control where 0% means no effect; nearly all actives have a fitted effect of over 60% in size
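Rab9 promoter-driven luciferase in stably transfected Huh7 cells; 1500 cells/well rested 2 h, exposed to compound in DMSO for 24 h at 37 °C, 5% CO2. Luminescence read 10 min after adding luciferase reagent at ambient temperature.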
ELG1 DNA repair – qHTS screen for small molecules that inhibit ELG1-dependent DNA repair in human embryonic kidney (HEK293T) cells expressing luciferase-tagged ELG1. HEK293T ELG1-luciferase reporter, luminescence, 16 h; DNA damage induced by 5-fluorouridine. Potency, µM (highest dose often 46.1 µM), inactives show top-dose activity change, negative = inhibition, usual class: inhibitors. hit rate 2.3% among 330,000. AID 504467, 2011; note: potency is the fitted concentration of half-maximal effect; % is set by controls: 0 for no effect and ±100 for the full control effect; nearly all actives have a fitted effect of over 55% in size
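DMSO vehicle served as the neutral condition. Each well held 2,000 cells given 5-fluorouridine plus compound; after 16 hr at 37 °C/5% CO2, ONE-Glo was added and luciferase measured 30 min later.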
RORgamma inh – qHTS for inhibitors of ROR gamma transcriptional activity; Potency, µM (doses to about 53.6 µM), without a hit: at the highest dose activity change, negative = inhibition, most hits filed as inhibitors; Drosophila S2 Gal4-RORgamma UAS-luciferase reporter, 20 h; hit rate 5.4% among 310,000; Nuclear receptor ROR-gamma (Mus musculus), P51450; note: potency is the fitted concentration of half-maximal effect; % is set by controls: 0 for no effect and ±100 for the full control effect; nearly all actives have a fitted effect of over 60% in size
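Drosophila Schneider cells stably carrying a metallothionein-driven Gal4 DBD–ROR gamma fusion and a UAS-Photinus luciferase reporter were exposed to compound for 1 hr, then induced with copper sulfate (700 uM final) for 20 hr at ambient temperature before luminescence reading.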
TRPV1 agonist – HTS Assay for Compounds that Act as Agonists of the Vanilloid Receptor 1 | activation, % at 8.33 µM | AID 540275, 2011 | TRPV1-expressing cells, Fluo-8 calcium influx, agonist mode | hit rate 0.19% among 320,000; in the data active = activation above about 80%; inconclusive = between about 30% and that limit; note: 0% is about no effect
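Cells expressing TRPV1 were dye-loaded with Fluo-8 and read kinetically: 10 s baseline, 3 min after compound (agonist portion), then 2 min after EC20 capsaicin (allosteric enhancer portion). Calcium-bound dye fluorescence at 480/520 nm.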
ELG1 genotoxic – qHTS screen for small molecules that induce genotoxicity in human embryonic kidney (HEK293T) cells expressing luciferase-tagged ELG1. HEK293T ELG1-luciferase reporter, luminescence, 16 h. Potency, µM (highest dose often 46 µM), for the others: at the top dose activity change, positive = activation, most hits filed as activators. hit rate 1.3% among 330,000. AID 504466, 2011; note: potency is the fitted concentration of half-maximal effect; % of control where 0% means no effect; nearly all actives have a fitted effect of over 60% in size
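Step 1: seed 2,000 HEK293T ELG1-luciferase cells per well. Step 2: add compound or DMSO, incubate 16 hr at 37 °C. Step 3: ONE-Glo, 30 min at room temperature, read luminescence.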
NPC1 promoter act – qHTS Assay for NPC1 Promoter Activators; Huh7 NPC1 promoter luciferase reporter, 24 h; Potency, µM (highest dose often 9.22 µM), inactives show top-dose activation, hits mostly activators; hit rate 2.4% among 320,000; AID 485313, 2010;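 note: potency is the fitted concentration of half-maximal effect; % of control where 0% means no effect; nearly all actives have a fitted effect of over 60% in size; reporter is driven by a mutant NPC1 promoter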
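Readout is luciferase luminescence, reflecting NPC1 promoter activation in stably transfected Huh7 cells after 24 h compound exposure at 37 °C in reduced-serum medium with 10% FBS.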
FLuc counter – qHTS profiling assay for firefly luciferase inhibitor/activator using purifed enzyme and Km concentrations of substrates (counterscreen for miR-21 project); Luciferin 4-monooxygenase (Photinus pyralis), P08659; purified FLuc, Km substrates, luminescence inhibition; Potency, µM (series often up to 57.5 µM), without a hit: top-dose activity change, negative = inhibition, actives largely listed as inhibitors; hit rate 6.9% among 360,000;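 note: potency is the fitted concentration of half-maximal effect; plate controls were vehicle for no effect and reference inhibitor for full effect; nearly all actives have a fitted effect of over 55% in size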
Target sequence (P08659 whole entry, looked up): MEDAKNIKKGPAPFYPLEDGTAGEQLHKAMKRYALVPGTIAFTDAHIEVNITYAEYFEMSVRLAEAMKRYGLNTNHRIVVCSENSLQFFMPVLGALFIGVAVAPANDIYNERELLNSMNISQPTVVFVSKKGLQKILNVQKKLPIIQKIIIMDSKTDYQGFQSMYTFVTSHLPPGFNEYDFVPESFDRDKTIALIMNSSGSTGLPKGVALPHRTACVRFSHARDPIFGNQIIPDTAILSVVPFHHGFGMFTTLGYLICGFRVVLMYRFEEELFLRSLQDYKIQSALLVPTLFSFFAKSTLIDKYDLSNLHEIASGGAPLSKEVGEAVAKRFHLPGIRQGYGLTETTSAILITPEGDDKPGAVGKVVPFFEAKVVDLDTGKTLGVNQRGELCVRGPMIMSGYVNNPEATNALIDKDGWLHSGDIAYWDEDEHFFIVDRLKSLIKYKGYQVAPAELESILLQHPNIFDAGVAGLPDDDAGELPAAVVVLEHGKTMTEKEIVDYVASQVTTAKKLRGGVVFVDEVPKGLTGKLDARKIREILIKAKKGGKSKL
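Biochemical qHTS of compounds, final roughly 60 µM downward over six points, against 10 nM purified firefly luciferase using Km concentrations of substrates (10 uM D-luciferin, 10 uM ATP) in Tris acetate pH 7.5 buffer; luminescence output.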
BRCA1 expr act – qHTS Assay to Identify Small Molecule Activators of BRCA1 Expression | MCF7-BRCA1-FFLuc reporter, luminescence, 48 h; response scale: scaled: vehicle 0%, 10 µM genistein 100% | Potency, µM (highest dose often 46.1 µM), without a hit: at the top dose activation, hits mostly activators | hit rate 1.1% among 380,000 | AID 624202, 2012; note: potency is the fitted concentration of half-maximal effect; nearly all actives have a fitted effect of over 80% in size; some results filed as inactive show a strong effect at the top dose
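MCF7-BRCA1-FFLuc cells, 2000/well in phenol-red-free MEM, attached 2 h then treated 48 h at 37 C. Luciferase luminescence read 15 min after reagent; normalized to genistein maximum activation (10microM) and DMSO, concentration-response fitted.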
VP16 counter – VP16 counterscreen qHTS for inhibitors of ROR gamma transcriptional activity; Drosophila S2 Gal4-VP16 UAS-luciferase, luminescence, 20 h; hit rate 3.5% among 310,000; Potency, µM (series often up to 53.6 µM), without a hit: at the highest dose activity, negative = inhibition, hits mostly inhibitors; AID 2546, 2010;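 note: Gal4-VP16 expression switched on by copper sulfate through the metallothionein promoter; potency is the fitted concentration of half-maximal effect; % is set by controls: 0 for no effect and ±100 for the full control effect; nearly all actives have a fitted effect of over 50% in size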
Active calls of the source: *; ? = inconclusive; . = no result given; [ ] = dose if it differs, or a comment. Unless noted, calls come from the whole dose curve; as a rule, active = well fitted curve in the direction sought with a large enough effect; inconclusive = small, poorly fitted or top-dose-only effect, or another doubt; inactive = no such curve, though single readings can be large; an effect the other way counts as inactive or inconclusive.

SMILES	p53 reactivation	Tb PFK inh	Rab9 promoter act	ELG1 DNA repair	RORgamma inh	TRPV1 agonist	ELG1 genotoxic	NPC1 promoter act	FLuc counter	BRCA1 expr act	VP16 counter
O=[N+]([O-])c1cc(S(=O)(=O)C(F)(F)F)ccc1NCC1CCCO1 (stereo not given)	19%	0%	-1%	19%	?	12	7%	9%	-2%	14%	-13%
COc1ccc(-c2csc(NC(=O)C3CC(=O)N(Cc4ccco4)C3)n2)cc1 (stereo not given)	-3%	-7%	8%	-12%	?	-1	-9%	-1%	-17%	0%	2%
CCCc1nnc(NC(=O)C2CCN(C(=O)C3CC(=O)N(c4ccc(C)cc4)C3)CC2)s1 (stereo not given)	3%	-5%	0%	-6%	1%	1	-2%	0%	-4%	0%	-10%
Cn1nc(C(C)(C)C)cc1C(=O)NNC(=O)c1ccc(C(F)(F)F)cc1	-3%	-1%	-4%	7.3µM*	-10%	1	-8%	-3%	-13%	-14%	?
COC(=O)c1cc([N+](=O)[O-])c(-n2cncn2)c([N+](=O)[O-])c1	3%	-4%	-1%	16%	-1%	3	0%	-3%	0%	-12%	-4%
COc1ccc(/C=N/NC(=O)COc2cc(C)cc(C)c2)cc1COC(C)=O	-17%	1%	-2%	-2%	-2%	1	0%	-5%	1%	-25%	-17%
N#Cc1ccc(NCC(=O)N2CCN(S(=O)(=O)c3ccccc3)CC2)cc1	-2%	1%	0%	-1%	.	-5	-1%	-3%	1%	-3%	.
Cc1ccc(S(=O)(=O)N2CCN(C(=O)CN3C(=O)NC4(CCCCC4)C3=O)CC2)c(C)c1	-4%	-8%	-2%	21%	.	-2	0%	-2%	6%	-2%	.
O=C(CN1C(=O)c2cccnc2Oc2ccc(Cl)cc21)NCCC1=CCCCC1	-1%	0%	-5%	-1%	19%	?	-1%	-2%	-1%	5%	-12%
COc1ccc(C(=O)/C=C2\NCCc3cc(OC)c(OC)cc32)cc1OC	-4%	-3%	-2%	15µM*	-6%	0	10%	9%	?	-56%	-7%
CCCC(C(=O)NC(C)(C)C)N(CC1CCCO1)C(=O)CNS(=O)(=O)c1ccc(F)cc1 (stereo not given)	0%	0%	1%	3%	-10%	0	-2%	-2%	1%	-3%	-2%
NC(=O)C1CCN(CC(=O)Nc2cccnc2Cl)CC1	-1%	2%	5%	-17%	-12%	1	3%	-3%	-3%	-8%	-2%
O=C(CCCN1C(=O)c2ccccc2C1=O)Nc1cccnc1	9%	1%	6%	20%	-16%	3	3%	-1%	0%	25%	-14%
CC1(C)Cc2c(sc3c2c(=N)n(Cc2ccco2)c(=O)n3CC(=O)Nc2cccc(Cl)c2)CO1	-3%	1%	5%	?	?	0	-7%	2%	-10%	-46%	-29%
Cc1ccc(S(=O)(=O)N2CCCCC2)cc1NC(=O)COC(=O)c1c(F)cccc1F	4%	2%	-3%	12%	-3%	0	0%	-1%	-6%	20%	2%
O=S1(=O)N[C@@H](CC2CCCCC2)COc2cc(Br)ccc21	6%	-5%	.	14%	.	.	-1%	.	.	-14%	.
Cn1cc(-c2ccccc2C(=O)O)c(=O)c2ccccc21	-11%	1%	-1%	13%	27%	-3	2%	-4%	4%	-1%	5%
Cn1cc(CN2CCC(C(=O)N3CCCCC3)CC2)c(-c2ccccc2F)n1	1%	4%	1%	12%	-2%	-1	2%	-8%	-2%	-22%	7%
CCN(CC)C(=S)Nc1ccc(C(=O)OC)cc1	-2%	-1%	0%	3%	2%	1	4%	-3%	-2%	-12%	5%
CCn1c2ccccc2c2cc(NC(=O)CSc3nccc(=O)[nH]3)ccc21	-7%	-8%	0%	-11%	4%	0	-2%	1%	?	-21%	0%
Cc1ccc2nc(S(=O)(=O)O)[nH]c2c1	-2%	2%	3%	-1%	-25%	4	4%	1%	-3%	0%	6%
N#CCOC(=O)C1CSC2(c3ccc(Br)cc3)CCC(=O)N12 (stereo not given)	6%	8%	-7%	11%	5%	-4	0%	-6%	2%	3%	-1%
COc1ccc(CNC(=O)C2CCCN(S(=O)(=O)c3c(C)nn(C)c3C)C2)cc1 (stereo not given)	4%	1%	-3%	-15%	16%	-1	-3%	1%	-2%	-5%	-8%
COc1cccc(/C=N/NC(=O)CSc2ccccc2C)c1O	?	-6%	-27%	-19%	0.71µM*	1	?	-25%	?	-77%	0.79µM*
CC(C(=O)Nc1ccc2c(c1)OCCO2)N(C)CC(=O)Nc1ccccc1Br (stereo not given)	1%	1%	-4%	-14%	.	11	1%	-2%	0%	5%	.
The list goes on:
SMILES	p53 reactivation	Tb PFK inh	Rab9 promoter act	ELG1 DNA repair	RORgamma inh	TRPV1 agonist	ELG1 genotoxic	NPC1 promoter act	FLuc counter	BRCA1 expr act	VP16 counter
CCOc1cccc(/C=C/c2ccc3cccc(O)c3n2)c1OC	13µM*	0%	12%[1.84 µM]	?	2.8µM*	4	21µM*	3.2µM*	4.8µM*	-7%	13µM*
NC(=O)c1c(NC(=O)CN2CCCC2)sc2c1CCCC2	0%	0%	14%	?	?	5	3%	12%	?	74%	-10%
COc1ccc(C(=O)OCCN2CCCCC2)cc1	11%	-6%	-4%	6%	5%	-1	16%	-1%	-2%	37%	3%[10 µM]
CC(=O)Nc1ccc(NC(=O)CSc2ccc3nnc(CCNS(=O)(=O)c4ccc(C)cc4)n3n2)cc1	2%	-4%	-2%	-2%	7%	-5	1%[9.26 µM]	1%	0%	-2%	-3%
COc1ccc(NC(=O)c2ccccc2SC)c(OC)c1	7%	3%	-6%	15%	0%	3	2%	-6%	-13%	3%	0%
CCN1CCCC1CNC(=O)C(=O)Nc1ccccc1OC (stereo not given)	-3%	0%	-5%	7%	2%	2	2%	-4%	4%	-1%	-4%
N#CC(C(=O)NC1CCCCC1)c1nc2ccccc2nc1N1CCN(c2ccccc2F)CC1 (stereo not given)	-13%	-6%	-4%	-1%	5%	18	-5%	-9%	-3%	31%	4%
Cc1cc(C)n2nc(SCC(=O)N3CCN(c4ccccc4)CC3)nc2n1	-8%	0%	.	-11%	.	.	-1%	.	.	-5%	.
Cn1cc([N+](=O)[O-])c(C(=O)Nc2ccc(C(=O)N3CCCCC3)cc2)n1	-21%	-1%	1%	2%	17%	1	0%	-2%	4%	5%	-5%
C=CCOc1c(Br)cc(CNc2ccc(NC(=O)C(C)C)c(OC)c2)cc1OC	-1%	1%	-4%	-7%	-9%	1	-2%	-8%	4%	-89%	-9%
CC1CCN(c2ncnc3c2cnn3Cc2ccc(Cl)cc2)CC1	0%	0%	8%	?	24%	17	-9%	1%	-3%	-19%	-3%
CCc1nnc(NC(=O)CN2CCN(C3CCCCC3)CC2)s1	-12%	-15%	-3%	?	0%	-4	-9%	6%	-8%	0%	-7%
CCCc1cc(=O)oc2cc(C)cc(OCC(=O)NC(Cc3c[nH]c4ccc(O)cc34)C(=O)O)c12 (stereo not given)	.	0%	-3%	?	-5%	-1	1%	11%	1%	-7%	-1%
Cc1nc2ccccc2c(=O)n1-c1ccc(F)c(NS(=O)(=O)c2ccccc2F)c1	6%	1%	-1%	9%	.	-4	4%	-3%	-1%	-8%	.
CN(Cc1ccccc1)C(=O)c1ccco1	1%	10%	0%	20%	7%	-3	3%	1%	3%	0%	-9%
CC1CCCC(NC(=O)C2N(CCCN3CCCC3)C(=O)C3C(C(=O)Nc4cccc(Cl)c4)C4C=CC32O4)C1C (stereo not given)	3%	1%	-3%	11%	-35%	-2	0%	1%	0%	-41%	-6%
Cc1nc(C(=O)Nc2ccccc2)sc1C1(C)CC(c2cccnc2)=NO1 (stereo not given)	20%	-1%	28%	?	45%	-2	5%	?	?	76%	-1%
CC(NC(=O)Cn1c(NCCO)nc2ccccc21)C1CC2CCC1C2 (stereo not given)	-2%	3%	4%	19%	11%	4	-5%	-4%	-1%	-12%	-1%
Cn1c(=Nc2ccc(N3CCOCC3)cc2)ccc2ccccc21	-4%	0%	12%	2%	-3%	-2	-3%	9%	-12%	8%	1%

Screening results deposited in PubChem BioAssay by National Center for Advancing Translational Sciences (NCATS).
